# Screens (PubChem BioAssay)
# Kir21 block = Kir2.1 (mouse) channel inhibition. P35561. HEK293-Kir2.1, FluxOR thallium flux fluorescence; hits give low values. B-score at 10 µM. 0.85% of 310,000 active. AID 1672;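 active = fluorescence ratio B-score at or below minus 3 SD of library scores, with starting-brightness B-score within 2 SD, cut at about -4.2 in these data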;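 note: channel flux triggered by added potassium and thallium sulfate stimulus; B-score of peak minus minimum fluorescence over baseline after thallium stimulus; more negative B-score means stronger Kir2.1 block with less thallium influx; some compounds called inactive have numbers as strong as hits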
# Target sequence (P35561 whole entry, looked up): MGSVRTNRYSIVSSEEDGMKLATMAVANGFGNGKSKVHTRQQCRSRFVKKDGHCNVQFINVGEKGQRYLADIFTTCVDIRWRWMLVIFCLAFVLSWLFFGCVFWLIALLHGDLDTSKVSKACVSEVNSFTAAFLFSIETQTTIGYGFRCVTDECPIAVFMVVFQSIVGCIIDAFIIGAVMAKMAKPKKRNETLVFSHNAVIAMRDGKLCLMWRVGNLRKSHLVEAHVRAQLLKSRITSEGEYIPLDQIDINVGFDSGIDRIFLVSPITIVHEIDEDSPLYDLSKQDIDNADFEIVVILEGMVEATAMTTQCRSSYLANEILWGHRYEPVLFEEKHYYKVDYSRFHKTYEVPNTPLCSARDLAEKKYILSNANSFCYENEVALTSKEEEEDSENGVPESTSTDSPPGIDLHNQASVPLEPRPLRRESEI
# STK33 inh = blocks human STK33 kinase activity. Q9BYT3. purified STK33, MBP phosphorylation, ADP-Glo luminescence. inhibition, % at 10 µM. 0.073% of 320,000 active. AID 2661;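 active = inhibition at or above 25%, using the most active replicate where run in duplicate; inactive = inhibition below 25%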
# Target sequence (Q9BYT3 whole entry, looked up): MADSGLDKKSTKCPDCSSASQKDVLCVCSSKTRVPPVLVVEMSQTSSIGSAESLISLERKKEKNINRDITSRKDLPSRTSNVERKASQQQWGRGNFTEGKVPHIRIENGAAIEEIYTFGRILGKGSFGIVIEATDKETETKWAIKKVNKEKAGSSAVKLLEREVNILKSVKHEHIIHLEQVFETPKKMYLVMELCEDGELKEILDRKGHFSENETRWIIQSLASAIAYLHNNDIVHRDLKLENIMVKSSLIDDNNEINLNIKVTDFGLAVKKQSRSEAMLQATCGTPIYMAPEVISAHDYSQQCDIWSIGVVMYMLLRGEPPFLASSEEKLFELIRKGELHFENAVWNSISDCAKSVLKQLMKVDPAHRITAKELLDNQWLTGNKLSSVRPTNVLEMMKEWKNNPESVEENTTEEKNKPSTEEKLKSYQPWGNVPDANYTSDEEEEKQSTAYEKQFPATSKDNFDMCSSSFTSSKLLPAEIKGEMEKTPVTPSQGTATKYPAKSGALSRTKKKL
# * marks the source's active call; other numbers are inactive results; / = not tested or not shown.
molecule | Kir21 block | STK33 inh
Cn1c(=O)[nH]c(=O)c2c1nc(SCCO)n2CC(O)COc1ccccc1 (stereo not given) | 0.04 | -1.7
CCOc1ccc(NC2C=CS(=O)(=O)C2)cc1 (stereo not given) | 1.16 | -0.9
CC(=O)Nc1ccc(NC(=O)C(C)OC(=O)CCN=C2NS(=O)(=O)c3ccccc32)cc1 (stereo not given) | 0.19 | 0.9
CCCNc1c(NC(=O)c2ccc3c(c2)OCO3)c(=O)oc2ccccc12 | -0.44 | -0.8
Cc1cc(OCC(O)CN(C)C(=O)C(C)Oc2ccccc2)ccc1Cl (stereo not given) | 0 | -0.3
Cc1cccn2c(=O)c3cc(C(=O)NC4CCCC4)c(=N)n(C4CCCC4)c3nc12 | 0.97 | 2.2
COc1nccnc1NS(=O)(=O)c1ccc(NC(=S)NC(=O)c2ccc(F)cc2)cc1 | 0.73 | -1.6
COc1cc2c(cc1OC)CN(C(=O)CN1C(=O)NC3(CCC(C)CC3)C1=O)CC2 (stereo not given) | / | 0.9
CCCOP(=O)(OCCC)C(Nc1ccc(C(=O)O)cc1)c1ccccc1 (stereo not given) | -0.47 | -2.4
COc1ccc(CNc2nc(C)cc(C)c2C#N)cc1 | -1.26 | -1.5
N#Cc1ccc(C(=O)Nc2cc(-c3ccc(F)cc3)nn2-c2ccccc2)cc1 | / | 0.4
O=C(Cn1cc([N+](=O)[O-])nc1[N+](=O)[O-])N1CCN(c2ccccc2)CC1 | 0.78 | -1.3
C=CCN=C1N[C@@H](c2ccccc2)C(C(=O)OC)=C(C)N1CC | -0.88 | -1.6
O=C(NC(=S)Nc1cccnc1)c1ccccc1 | 0.78 | 1.7
Cc1c(C(C)NC(=O)Nc2ccc(F)cc2F)cnn1C (stereo not given) | 1 | -0.7
Cc1ccc(C2=CC(=O)CC(C)(C)C2)cc1 | / | -0.4
COc1ccc(-c2csc3ncnc(Oc4cccc5ccc(C)nc45)c23)cc1 | -1.12 | -0.2
O=C(NNC(=O)c1cc(F)c(F)cc1Cl)c1ccc(NS(=O)(=O)c2cccs2)cc1 | / | 0.0
Cc1ccccc1NC(=O)COc1ccc2c(c1)OC(C)(C)CC2=O | -1.5 | 2.4
COc1ccc(C(=O)NCCCc2ccccc2)cc1 | -1.28 | -0.3
C=CCNc1nc(C2(C)CC3(CC(C)(C)OC3=O)C(=O)O2)cs1 (stereo not given) | 0.01 | -0.8
COC(=O)Cn1c(=NC(=O)c2ccc(OC)c(OC)c2)sc2cc(OC)ccc21 | -0.33 | -1.7
CC(C)Cc1cc(C(=O)NCCCN2CCOCC2)no1 | -1.12 | 0.1
Brc1ccc(CSc2nnc(-c3cccnc3)o2)cc1 | -0.28 | 1.3
COc1cc(OC)c(N(C)C(=O)CCNC(=O)Cn2cnc3ccccc3c2=O)cc1Cl | 1.13 | -1.1
O=C(Nc1cccs1)OCCN1CCN(Cc2ccccc2)CCC1=O | 0 | -0.9
CC1CN(c2nn3c(=O)c4ccccc4nc3c3ccccc23)CC(C)O1 (stereo not given) | -0.23 | -1.8
CS(=O)(=O)N1CCCC(C(=O)NC2CCCCCCC2)C1 (stereo not given) | 1.2 | -1.8
O=C(O)c1ccccc1C(=O)Nc1ccccc1NC(=O)c1ccccc1C(=O)O | 0.05 | -0.1
CSc1ccccc1OCc1cc(C(=O)NCCCc2ccccc2)no1 | 0.33 | -0.6
CN1CCc2ccc(NC(=O)c3ccc(C(F)(F)F)cc3)cc2C1 | 0.75 | 1.0
COC(=O)c1c(C)[nH]c(C(=O)OCC(=O)N(CC(C)C)c2c(N)n(Cc3ccccc3)c(=O)[nH]c2=O)c1C | -0.14 | /

# Grouped by structure: the compounds so far containing fluorine.
molecule | Kir21 block | STK33 inh
COc1nccnc1NS(=O)(=O)c1ccc(NC(=S)NC(=O)c2ccc(F)cc2)cc1 | 0.73 | -1.6
N#Cc1ccc(C(=O)Nc2cc(-c3ccc(F)cc3)nn2-c2ccccc2)cc1 | / | 0.4
Cc1c(C(C)NC(=O)Nc2ccc(F)cc2F)cnn1C (stereo not given) | 1 | -0.7
O=C(NNC(=O)c1cc(F)c(F)cc1Cl)c1ccc(NS(=O)(=O)c2cccs2)cc1 | / | 0.0
CN1CCc2ccc(NC(=O)c3ccc(C(F)(F)F)cc3)cc2C1 | 0.75 | 1.0

# Following part.
molecule | Kir21 block | STK33 inh
O=S1(=O)CCC(NC(=S)SCCOc2ccccc2)C1 (stereo not given) | -1.01 | -0.1
O=c1c2ccccc2sc2ccc(Cl)cc12 | 0.57 | -0.2
COCCNC(=O)[C@H]1C[C@@H]1[C@H](NP(=O)(c1ccccc1)c1ccccc1)c1ccccc1 | / | 0.1
O=c1[nH]c(-[n+]2ccc3ccccc3c2)c(/C=N/N=C(\[O-])c2ccccc2)s1 | 1.05 | 0.0
CC[C@H](C)[C@H](NC(N)=O)C(=O)Nc1ccc(NC(C)=O)cc1 | 0.67 | -1.3
O=C1OC(OC2CCCCC2)(c2ccccc2)c2ccccc21 (stereo not given) | 0.58 | -0.9
c1ccc2c(NCC3CCCO3)nc(-c3ccncc3)nc2c1 (stereo not given) | 0.11 | 1.7
COC(=O)Cc1c(C)c2ccc(O)c(CNCc3ccc(OC)c(OC)c3)c2oc1=O | 0.73 | -0.3
O=C(C1CCCN(S(=O)(=O)c2cccc3cccnc23)C1)N1CCN(c2ccc(F)cc2)CC1 (stereo not given) | -2.13 | 0.1
Cc1cc(C)cc(-n2nnnc2SCC(=O)Nc2nc(-c3ccc(Cl)cc3)cs2)c1 | 0.26 | 1.0
Cc1ccc(C)c(NC(=S)NCCCN2CCOCC2)c1 | -0.14 | -0.6
CC1(C)Oc2ccc3ccc(=O)oc3c2/C(=C/N)C1=O | -0.7 | 0.7
O=C(Cc1ccc(F)cc1)Nc1nccs1 | -0.64 | -2.4
Cc1c(Cl)cccc1N(Cc1ccc(C(=O)O)cc1)S(=O)(=O)c1ccccc1 | 0 | -2.3
COc1ccc(-c2noc(N3CCCC(C(=O)Nc4cc(F)ccc4F)C3)n2)cc1 (stereo not given) | 0.09 | -0.3
Cc1ccc2nc(/C(C#N)=C\c3ccc(OC(=O)c4cccs4)cc3)[nH]c2c1 | -1.95 | -1.0
Cc1nnc(SCC(=O)N2CCCC(N3CCN(c4ccc(F)cc4)CC3)C2)o1 (stereo not given) | 1.9 | 0.2
NS(=O)(=O)c1cccnc1Nc1ccc(Cl)c(Cl)c1 | -0.64 | /
COc1cccc(Nc2ccccc2C(=O)O)c1 | 0.75 | -1.8
Cc1cc(S(=O)(=O)N2CCN(c3ccccn3)CC2)c(C)cc1Cl | 0.06 | -0.1
CCCn1c(N)c(C(=O)CSc2nc(C)nc3sc(C)c(C)c23)c(=O)[nH]c1=O | -0.86 | 5.5
Cc1nc(C(=O)NCCC(C)C)sc1C1(C)CC(c2cccc([N+](=O)[O-])c2)=NO1 (stereo not given) | 0.43 | /
O=C(c1cccc(C(F)(F)F)c1)N(c1ccccn1)C1CCCCC1 | -0.16 | -0.4
COCCNS(=O)(=O)c1ccc2c(c1)C(=O)c1cc(S(=O)(=O)NCCOC)ccc1-2 | 1.64 | -0.7
O=C(Oc1ccccc1)N1CCOCC1 | 0.09 | -1.6
NC(=O)c1cnccn1 | 0.23 | /
CC1CCCC(NC(=O)CCNC(=O)c2ccc(Cl)cc2)C1C (stereo not given) | 0.2 | -0.1
Cc1cccc(-n2c(Cc3ccccc3)nnc2SCc2ccc([N+](=O)[O-])cc2)c1 | -2.18 | 0.6
CCn1nc([N+](=O)[O-])c(C(C#N)c2nc3ccccc3n2C)c(Cl)c1=O (stereo not given) | -1.9 | 2.9
COC(=O)[C@H](CC(C)C)NC(=O)NCCCc1ccccc1 | 2.6 | -2.3
O=C(NCc1ccc(F)cc1)C1(c2cccs2)CCOCC1 | -1.4 | -2.1
O=C(CCCN=C1NS(=O)(=O)c2ccccc21)OCC(=O)c1ccccc1 | 2.38 | -0.4

# Another view of 2 compounds above:
# Every second line gives: Kir21 block	STK33 inh
> O=C(NCc1ccc(F)cc1)C1(c2cccs2)CCOCC1
    -1.4	-2.1
> O=C(CCCN=C1NS(=O)(=O)c2ccccc21)OCC(=O)c1ccccc1
    2.38	-0.4

# Carrying on:
molecule | Kir21 block | STK33 inh
CCOC(=O)CN1C(=O)C(O)(c2c(C)[nH]c3ccccc23)c2ccccc21 (stereo not given) | -0.36 | -0.5
CCOCCOC(=O)C1=C(C)N(C)C(=O)NC1c1ccccc1F (stereo not given) | 0.04 | 0.4
Cc1ccccc1C(=O)/C(C#N)=N/Nc1c(C)n(C)n(-c2ccccc2)c1=O | 0.51 | -0.7
COc1ccc(C(=O)NC(C(=O)NCc2ccccn2)C(C)C)cc1 (stereo not given) | 1.57 | -1.6
CCN(CC(=O)NCc1ccc(Cl)cc1)C(=O)c1cc(S(=O)(=O)N2CCOCC2)ccc1C | / | -0.9
CCC(C)(c1nnnn1-c1c(C)cccc1C)N(N=O)c1cccc(C(F)(F)F)c1 (stereo not given) | 0.79 | 4.3
O=C(Nc1c[nH]c(=O)[nH]c1=O)c1cccc(F)c1 | 0.05 | -1.5
COc1ccccc1OCC#CCNC1CCCCC1C (stereo not given) | -5.51* | -0.4
O=C1[C@H]2[C@@H](c3ccc(F)cc3)N3C(=O)N(c4cccc(Br)c4)C(=O)[C@@]3(Cc3ccc(Cl)cc3)[C@H]2C(=O)N1C1CCCCC1 | 0.9 | 0.3
CC(C)C(=O)NC(c1ccco1)c1c(O)ccc2ccccc12 (stereo not given) | 0.24 | -0.6
BrCCOCCOc1ccc2ccccc2c1 | 0.19 | 1.4
NC(=O)COC(=O)c1ccccc1Nc1ccc(SC(F)F)cc1 | 2.2 | 0.0
O=C(c1ccc(=O)oc1)N1CCN(C(c2ccccc2)c2ccccc2)CC1 | -1.48 | -1.3
Cn1c(=O)c2ccccc2n(Cc2cccc(F)c2)c1=O | 0.8 | -0.1
CC(NC(=O)C1CCN(S(=O)(=O)c2cccs2)CC1)c1cccc(Cl)c1 (stereo not given) | / | 0.4
CCCNS(=O)(=O)c1ccc(CCC(=O)N2CCCCC2)cc1 | 0.66 | -4.0

# Another view of some results above:
Kir21 block | STK33 inh | smiles
0.75 | -1.8 | COc1cccc(Nc2ccccc2C(=O)O)c1
0.06 | -0.1 | Cc1cc(S(=O)(=O)N2CCN(c3ccccn3)CC2)c(C)cc1Cl

# Further results
molecule | Kir21 block | STK33 inh
Cn1nc(C(=O)Nc2ccc(S(=O)(=O)N3CCCC3)cc2)ccc1=O | -0.28 | -0.6
COc1cc2[nH]c(=O)n(Cc3ccc(C(=O)NC4CCN(Cc5ccccc5)CC4)cc3)c(=O)c2cc1OC | 0.81 | -1.8
c1ccc2c(c1)OCC(c1csc3ncnc(N4CCOCC4)c13)O2 (stereo not given) | 0.23 | -0.8
CN(C)C(CNC(=O)CN1C(=O)NC2(CCc3ccccc32)C1=O)c1ccco1 (stereo not given) | -0.21 | 0.0
CCCOc1ccc(/C(O)=C2/C(=O)C(=O)N(c3ccccn3)C2c2ccc(OC)cc2)cc1C (stereo not given) | 1.4 | -0.1
Cc1cc(=O)[nH]n(CCO)c1=O | 1.5 | 1.0
O=C(OCc1cc2ccccc2[nH]c1=O)c1ccc([N+](=O)[O-])cc1 | -0.63 | -0.3
O=C(NCCNC(=O)C(c1ccccc1)c1ccccc1)c1ccco1 | 0.11 | -0.4
O=C(CCn1cnnn1)N1CCCC(Nc2ccc(F)cc2)C1 (stereo not given) | -0.02 | -1.5
O=C(NCc1ccccc1)C(c1ccncc1)N(C(=O)c1ccccn1)c1ccccc1 (stereo not given) | 0.93 | -0.6
CC(C)OP(=O)(c1ccc(N(C)C)cc1)C(Nc1ccccc1)c1cccnc1 (stereo not given) | 1.65 | -0.7
O=C(CSc1nncs1)Nc1ccc2c(c1)OCCO2 | -0.42 | -1.1
Cn1nc(C(=O)N2CCCc3ccccc32)c2ccccc2c1=O | 0.34 | 0.4
CC(C)C[C@@H](C)C(=O)N(Cc1ccccc1)c1ccccc1 | / | -1.1
Cc1ccc(N(C)S(=O)(=O)c2cccc(C(=O)OCC(=O)c3c(N)n(C)c(=O)n(C)c3=O)c2)cc1 | / | -1.0
COc1ccc(C(=O)Nc2ccc3ccccc3c2)cc1 | -3.85 | -1.8
CCOC(=O)c1sc2nccc(OC)c2c1N=CN(C)C | 0.05 | 0.2
CCN(C[C@H]1N[C@@](Cc2ccccc2)(C(=O)OC)[C@H]2C(=O)N(C)C(=O)[C@@H]12)S(=O)(=O)c1ccc(OC)cc1 | / | -1.2
Cc1noc(C)c1NC(=O)N(C)C[C@H]1Oc2ccc(NC(=O)NC(C)C)cc2C(=O)N([C@H](C)CO)C[C@@H]1C | / | -2.5
CCOC(=O)c1c(NC(=O)CN2C(=O)NC3(CCC(C)CC3)C2=O)sc(C)c1CC (stereo not given) | 0.13 | -1.4
CCCc1cc(=O)oc2cc(OCC(=O)N3CCN(C(=O)C4COc5ccccc5O4)CC3)ccc12 (stereo not given) | -1.08 | 0.0
O=c1c2ccccc2nc2n1C(CBr)CN2 (stereo not given) | -0.03 | 0.0
CC(NC(=O)c1cnc2ccccc2n1)c1ccccc1 (stereo not given) | 0.86 | 0.1
Cc1ccc(-c2nnn(Cc3nc4ccccc4s3)n2)cc1 | -0.06 | 0.4
CCC1(C)Cc2c(sc3c2c(=O)n(-c2ccccc2)c(=O)n3C)CO1 (stereo not given) | / | -0.3
Cn1cnnc1SCCn1c(N2CCCCC2)nc2c1c(=O)[nH]c(=O)n2C | 1.18 | 0.8
CCOC(=O)c1ccc(N2C(=O)c3n[nH]c(C)c3C2c2cccnc2)cc1 (stereo not given) | 0.74 | -1.9
O=C(NN=C1CCCC1)c1ccc(O)cc1 | 0.44 | 0.6
O=C(O)/C=C/C(=O)Nc1ccc(OC(F)F)cc1 | 1.69 | -0.9
O=C1c2ccccc2C(=O)N1CCC#Cc1ccc2cc(CCO)oc(=O)c2c1 | / | -1.3
